Screens (PubChem BioAssay)
Dengue-2 NS5 capping – Dengue-2 NS5 methyltransferase inhibitors, primary screen, biochemical, confirmation dose response (AID 588689). hit rate 0.3% among 340,000. Dengue-2 NS5 methyltransferase capping enzyme assay, biochemical; higher % means a stronger effect. one-dose inhibition, % at 25 µM; IC50 in µM for titrated hits; in the data active = a potency from the dose series; inconclusive = inhibition above about 29% without an active follow-up result
T cell modulator – T cell immune modulation candidate. 2C CD8+ T cell-vesicle binding, flow cytometry; hits give low values. calls only at 7 µM. hit rate 0.068% among 330,000;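 active = response, share of CD8 T cells binding vesicles, and their 90th percentile fluorescence all below set limits, cut at about 80% in these data, passing the limit was not always enough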
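incubation = binding step 1.5 h, 37 °C, antibody labelling 20 min, ice | test system = 2C mouse CD8+ T cells | read-out basis = percent CD8+ FL2 mean versus row control | controls = Peptide-free naked vesicles (low) and QL9 vesicles with 0.7% DMSO vehicle (high) | detection = flow cytometry of vesicle-bound cells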
West Nile virus CPE – West Nile virus antiviral activity, cell-based, CPE readout (AID 1621) | West Nile virus-infected cells, CPE inhibition; higher % means a stronger effect | CPE inhibition, % at 10 µM; hits with a dose series show IC50 in µM | hit rate 0.02% among 290,000; in the data active = a potency from the dose series; inconclusive = CPE inhibition mostly from about 3.7% at the one dose, without a potency; inactive = the rest, 99 in 100 with CPE inhibition below about 2.2%; also: strong numbers were not always called active
NTR1 ag – agonists of NTR1, primary screen, imaging, U2OS cells, beta-arrestin-GFP, high content (AID 493036) | NTR1-U2OS beta-arrestin-GFP spot imaging, agonist mode | activation, % at 20 µM | hit rate 0.17% among 330,000;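 active = activation at or above 40% of the spot to cytoplasm intensity ratio, with at least 20 cells analyzed; inconclusive = wells under 20 cells, flagged as cytotoxic or low count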;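 also: 0% = DMSO without peptide and 100% = 100 nM NTR1 peptide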
Target sequence (P30989 whole entry, looked up): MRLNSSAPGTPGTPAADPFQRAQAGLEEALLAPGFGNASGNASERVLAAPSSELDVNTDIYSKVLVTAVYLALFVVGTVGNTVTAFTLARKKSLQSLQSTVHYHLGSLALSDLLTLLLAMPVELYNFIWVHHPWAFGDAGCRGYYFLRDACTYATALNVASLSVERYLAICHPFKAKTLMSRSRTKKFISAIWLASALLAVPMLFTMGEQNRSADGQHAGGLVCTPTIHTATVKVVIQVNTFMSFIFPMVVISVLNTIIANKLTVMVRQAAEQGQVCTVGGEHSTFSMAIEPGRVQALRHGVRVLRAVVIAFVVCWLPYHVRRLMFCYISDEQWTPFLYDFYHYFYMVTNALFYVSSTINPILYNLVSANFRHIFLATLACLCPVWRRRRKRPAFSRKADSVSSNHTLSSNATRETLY
Salmonella PhoP GFP – PhoP-dependent GFP reporter repression – Salmonella Typhimurium, primary screen (AID 1863); hit rate 0.16% among 300,000; inhibition, % at 50 µM, or IC50 in µM where a hit was titrated; S. Typhimurium PhoP-regulated promoter GFP reporter, 4 h; higher % means a stronger effect;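 active = inhibition over 29.93%, a cutoff 3 SD above the screen mean, later confirmed by dose response; inconclusive = inhibition over 29.93% but no dose response follow-up; inactive = inhibition at most 29.93% or unconfirmed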;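 also: 0% = low Mg2+ inducing control and 100% = high Mg2+ repressing control; strong numbers were not always called active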
Large T inhibition – SV40 large T antigen inhibitors, biochemical (AID 1903); SV40 large T antigen ATPase/helicase inhibition assay; higher % means a stronger effect; inhibition, % at 20 µM; hits with a dose series show IC50 in µM; hit rate 0.39% among 310,000; in the data active = a potency from the dose series; inconclusive = inhibition mostly from about 32% at the one dose, without a potency; inactive = the rest, 99 in 100 with inhibition below about 32%; also: strong numbers were not always called active
Rac1 GTP hydrolysis – MgcRacGAP GTPase-activating activity inhibitors, confirmation, biochemical, ADP Hunter fluorescence. MgcRacGAP-stimulated Rac1 GTP hydrolysis, ADP Hunter fluorescence; higher % means a stronger effect; GST-tagged Rac1 F28L mutant substrate. AID 624330. hit rate 0.6% among 340,000. inhibition, % at 30 µM, or IC50 in µM where a hit was titrated;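 active = first-screen hits whose inhibition reached a set limit at any dose in the follow-up dose series; inconclusive = inhibition above the set first-screen limit but never retested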;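 also: fluorescence reports GDP produced by GAP-driven GTP hydrolysis; strong numbers were not always called active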
UTI89 phage lysis – inhibition of K1F phage lysis, E. coli UTI89, bacterial capsule biogenesis inhibitors, alamar blue (AID 488966); hit rate 0.02% among 340,000; inhibition, % at 100 µM; hits with a dose series show IC50 in µM; E. coli UTI89 K1F phage lysis, alamar blue, 2 h; higher % means a stronger effect;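 active = phage lysis inhibition, versus mean bacterial control, above a set limit; inconclusive = no clear call, values can overlap the other calls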;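 also: capsule biogenesis inhibitors block K1F phage lysis so surviving cells raise fluorescence; higher fluorescence means more inhibition of phage lysis; actives were called in the ten point dose series up to 300 µM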
RSV CPE inhibition – RSV antiviral activity via CPE protection, HEp-2 cells, primary 10 µM value included (AID 2391). CPE inhibition, % at 10 µM; hits with a dose series show IC50 in µM. hit rate 0.13% among 310,000. HEp-2 cells, RSV-induced CPE inhibition; higher % means a stronger effect; in the data active = a potency from the dose series; inconclusive = CPE inhibition mostly from about 23% at the one dose, without a potency; inactive = the rest, 99 in 100 with CPE inhibition below about 21%; also: strong numbers were not always called active
T cell modulator vesicle-bound % – further read-out of T cell modulator, marked with its call; double positive events, %; measured here: CD8+ vesicle-bound cell fraction;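 binding gate set so that unloaded-vesicle control wells show 10% double positive cells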
NTR1 ag cell count 20 µM – further read-out of NTR1 ag, marked with its call; cell count; measured here: cell count, cytotoxicity flag
Dengue-2 NS5 capping pilot replicate – second read-out of Dengue-2 NS5 capping, no call of its own (marks repeat the call); inhibition, %; measured here: pilot screen replicate inhibition
* hit, by the source's call; i = inactive; ? = inconclusive; · = no result given; [ ] = dose if it differs, or a comment.

Start of the data: the first 8 compounds as a preview:
SMILES	Dengue-2 NS5 capping	T cell modulator	T cell modulator vesicle-bound %	West Nile virus CPE	NTR1 ag	NTR1 ag cell count 20 µM	Salmonella PhoP GFP	Large T inhibition	Rac1 GTP hydrolysis	UTI89 phage lysis	RSV CPE inhibition	others
C/C=C\C(=O)Nc1cccc(C2=NOC3(C2)C[C@H](C(N)=O)N(C(=O)Cc2ccc([N+](=O)[O-])cc2)C3)c1 (some centres undefined)	4%	i	23	-0.4%	-2.4	103	-2%	5%	10%	2.0%	0.5%
COc1ccc(/C=N\NC(=O)c2ccc(F)cc2)cc1COc1cc(F)ccc1[N+](=O)[O-]	2%	i	70	0.6%	18	63	7%	13%	9%	0.0%[50 µM]	?
O=C(NCc1cccnc1)C(=O)Nc1ccc([N+](=O)[O-])cc1	-5%	i	22	0.0%	-0.7	72	6%	30%	4%	0.5%	-0.2%
O=C(Nc1ccccc1N1CCCCC1)c1cccc([N+](=O)[O-])c1	-1%	i	42	0.1%	5.6	54	4%	5%	4%	0.1%	7.4%
CCOc1ccc(NC(=O)CN(C)C(=O)CCNC(=O)c2ccco2)cc1OCC	-7%	i	16	·	2.1	84	·	·	0%	0.5%[50 µM]	1.0%
O=C(NCCc1ccccc1)c1cc(-c2ccccc2)c(N2CCOCC2)s1	-3%	i	32	·	1.4	69	·	·	1%	-0.6%	0.7%
Cc1nn(CCCC(=O)O)c(C)c1[N+](=O)[O-]	1%	i	58	0.0%	-0.1	45	-2%	0%	6%	-0.4%	0.5%
CC1(C)CC(=O)C2=C(C1)NCN(Cc1ccccc1)C2	-1%	i	34	0.4%	1.0	103	2%	5%	-8%	-3.5%	1.3%

All compounds of this part, from the start:
SMILES	Dengue-2 NS5 capping	T cell modulator	T cell modulator vesicle-bound %	West Nile virus CPE	NTR1 ag	NTR1 ag cell count 20 µM	Salmonella PhoP GFP	Large T inhibition	Rac1 GTP hydrolysis	UTI89 phage lysis	RSV CPE inhibition	others
C/C=C\C(=O)Nc1cccc(C2=NOC3(C2)C[C@H](C(N)=O)N(C(=O)Cc2ccc([N+](=O)[O-])cc2)C3)c1 (some centres undefined)	4%	i	23	-0.4%	-2.4	103	-2%	5%	10%	2.0%	0.5%
COc1ccc(/C=N\NC(=O)c2ccc(F)cc2)cc1COc1cc(F)ccc1[N+](=O)[O-]	2%	i	70	0.6%	18	63	7%	13%	9%	0.0%[50 µM]	?
O=C(NCc1cccnc1)C(=O)Nc1ccc([N+](=O)[O-])cc1	-5%	i	22	0.0%	-0.7	72	6%	30%	4%	0.5%	-0.2%
O=C(Nc1ccccc1N1CCCCC1)c1cccc([N+](=O)[O-])c1	-1%	i	42	0.1%	5.6	54	4%	5%	4%	0.1%	7.4%
CCOc1ccc(NC(=O)CN(C)C(=O)CCNC(=O)c2ccco2)cc1OCC	-7%	i	16	·	2.1	84	·	·	0%	0.5%[50 µM]	1.0%
O=C(NCCc1ccccc1)c1cc(-c2ccccc2)c(N2CCOCC2)s1	-3%	i	32	·	1.4	69	·	·	1%	-0.6%	0.7%
Cc1nn(CCCC(=O)O)c(C)c1[N+](=O)[O-]	1%	i	58	0.0%	-0.1	45	-2%	0%	6%	-0.4%	0.5%
CC1(C)CC(=O)C2=C(C1)NCN(Cc1ccccc1)C2	-1%	i	34	0.4%	1.0	103	2%	5%	-8%	-3.5%	1.3%
Cc1ccc2nc3sc(C(=O)N4CCCc5ccccc54)c(N)c3cc2c1	-16%	i	47	0.9%	-1.7	87	-12%	3%	12%	0.8%	3.6%	Dengue-2 NS5 capping pilot replicate=17
O=C(Oc1ccccc1Cl)c1ccc(N2CCOCC2)c([N+](=O)[O-])c1	1%	i	42	-0.3%	-0.5	71	-1%	4%	10%	3.2%[50 µM]	3.9%
COc1cc2c3c(c1OC)C1(C=CC(=NO)C=C1)CC3N(C(C)=O)CC2 (centres undefined)	-11%	i	57	-0.6%	0.4	95	-3%	21%	5%	-0.1%	-0.2%
Cc1ccc(-c2csc3ncn(CC(=O)N4CCOCC4)c(=O)c23)cc1	-1%	i	36	0.3%	-0.3	77	-4%	12%	2%	-1.3%	2.7%
O=C(Nc1ccccc1)N1CCCCC1c1cccnc1 (centres undefined)	-4%	i	38	0.3%	-1.4	94	0%	29%	3%	5.8%	0.3%
CC(C)(O)C#Cc1ccc(C(=O)N2CCCC2C(=O)O)s1 (centres undefined)	7%	i	33	-0.2%	-0.1	54	1%	8%	2%	3.6%	0.8%
Cc1cc(C)n2c(C)nnc2c1	-8%	·	·	-0.1%	0.7	70	-4%	·	8%	0.2%	·
CCn1c(COc2ccc(=O)n(-c3ccccc3)n2)nnc1SCc1ccccc1	-76%	i	26	-0.9%	0.4	83	18%	-5%	3%	4.2%	2.8%
COc1ccc(C(=O)Nc2cc(=O)n(C)c(=O)n2C)cc1	5%	i	61	0.8%	1.3	93	-5%	6%	7%	-0.1%	1.7%
Cn1c(N)c(C(=O)COC(=O)c2cc(-c3ccccc3)nc3ccccc23)c(=O)n(Cc2ccccc2)c1=O	-30%	i	47	0.1%	20	53	0%	8%	9%	1.4%	4.1%
CC(=O)c1ccc(NC(=O)Nc2cccnc2)cc1	-16%	i	22	-0.6%	0.7	63	-3%	15%	4%	-0.2%	2.0%
O=C(CSc1ccc2c(c1)OCCO2)NCCN1C(=O)CSC1=O	-3%	i	39	0.1%	-0.4	54	-4%	2%	-6%	-0.1%	0.9%
CC(/C=C/C1[C@H](C)C[C@H](O[C@@H]2O[C@H](CO)[C@@H](O)[C@H](O)[C@H]2O)CC1(C)C)O[C@H]1O[C@H](CO)[C@@H](O)[C@H](O)[C@H]1O (some centres undefined)	-4%	i	39	·	-1.5	81	·	·	2%	1.3%	0.2%
O=C1Cc2cc(S(=O)(=O)Nc3ccc(F)cc3Cl)ccc2N1	-7%	i	37	·	10	55	·	·	1%	0.4%[50 µM]	2.1%
Cc1cccc(NC(=O)C2CCCN(C(=O)NC3CCCCC3)C2)c1C (centres undefined)	-5%	i	48	-0.1%	2.3	87	2%	7%	4%	0.1%	4.8%	Dengue-2 NS5 capping pilot replicate=3.9
COc1ccccc1C(=O)NCCC(=O)N1CCN(c2ccccc2Cl)CC1	-5%	i	44	·	-0.4	53	3%	3%	-4%	-0.8%[50 µM]	2.8%
CC(=O)Nc1ccc(S(=O)(=O)NC2(C(F)(F)F)NC(=O)N(CC(C)C)C2=O)cc1 (centres undefined)	4%	i	59	0.2%	0.1	103	-6%	7%	0%	1.5%	1.0%
CSc1ccccc1C(=O)Nc1ccc2c(c1)CCC2	5%	i	33	-0.5%	-0.8	80	-5%	19%	4%	-0.1%	3.1%
Cc1cccc(N2CCN(S(=O)(=O)c3cc(-c4cc(C)no4)ccc3C)CC2C)c1 (centres undefined)	-11%	i	58	-1.1%	3.1	54	-4%	7%	4%	0.2%	2.9%
COc1ccccc1NC(=S)N1CC(C)(C)C1=O	-3%	i	8	0.8%	-1.0	109	7%	2%	8%	0.1%	-0.2%
CN(C)CCOc1ccc(/C(=C(/CCCl)c2ccccc2)c2ccccc2)cc1	-1%	i	17	0.6%	1.3	54	3%	16%	-4%	-9.7%	-3.5%
CC(C)(C)OC(=O)NCCCCCO	-3%	i	18	·	-0.1	74	8%	-2%	5%	3.3%	0.2%
COc1ccc(S(=O)(=O)Nc2nc3ccccc3s2)cc1OC	1%	i	53	-0.5%	-0.6	57	-3%	4%	-3%	0.1%	0.4%
Cc1ccc(OCCNC(=O)CNC(=O)c2ccc(Cl)c([N+](=O)[O-])c2)cc1	-5%	i	49	·	-1.8	59	·	·	6%	1.1%	·
CC12C(=O)N(Cc3ccccc3)C(=O)C1C1C=CC2C1 (centres undefined)	-6%	i	15	0.4%	-1.7	83	6%	-11%	1%	-0.2%	0.9%
COc1cc(/C=C/C(=O)O)ccc1OS(=O)(=O)c1cc(Br)ccc1C	-9%	i	9	·	1.6	64	·	·	6%	1.4%[50 µM]	2.2%
C=CCn1cc(C(=O)NCc2ccc(Cl)cc2)c(=O)c2cc(S(=O)(=O)N(CC)CC)ccc21	0%	i	0	-1.8%	4.0	54	2%	3%	2%	-1.2%[50 µM]	17%
Cc1ccc(S(=O)(=O)N2CCC(=O)N(CCOC(=O)Nc3cc(C)cc(C)c3)CC2)cc1	-7%	i	11	-0.9%	2.6	88	7%	6%	8%	2.8%	1.1%
COCCn1c(SCc2ccc(C(=O)OC)o2)nc2cc(Cl)ccc2c1=O	-3%	i	45	0.6%	3.7	55	14%	10%	3%	-0.4%[50 µM]	1.4%
Cc1ccc(/C=C/S(=O)(=O)NCC(=O)O)cc1	2%	i	55	-0.5%	-0.6	32	-4%	2%	6%	-0.5%	1.4%
Cc1ccc(N2C(=O)C3C4C=CC(CNC(=S)Nc5ccc(Cl)cc5)(O4)C3C2=O)cc1 (centres undefined)	-8%	i	6	-1.4%	2.0	38	23%	1%	9%	0.0%	10.0%
COc1cccc(C2/C(=C(\O)c3ccc4c(c3)OCCO4)C(=O)C(=O)N2CC2CCCO2)c1 (centres undefined)	1%	i	22	-0.4%	1.7	66	-7%	18%	-5%	1.1%[50 µM]	1.0%
COc1cc2c(cc1OC)CN(S(=O)(=O)c1cccc(F)c1)CC2	-7%	i	27	-0.6%	0.5	46	-3%	10%	7%	-1.0%[50 µM]	2.0%
Cc1ccc(-c2nn3c(C)nnc3c3ccccc23)cc1S(=O)(=O)N(C)CCO	-1%	i	24	-0.1%	-1.8	43	-7%	6%	4%	6.4%	-0.2%
COC(=O)C1=C(NC(=O)COc2ccc3ccccc3c2)CCS1	-9%	i	44	·	7.0	57	-12%	7%	9%	1.6%	2.8%
O=C(CSc1ccc(Cl)cc1)N/N=C/c1ccc([N+](=O)[O-])o1	-1%	i	39	-1.2%	1.0	57	14%	2%	11%	0.1%	7.6%
